Screening results from PubChem.
TDP2 absorb: human TDP2 enzyme inhibitors, primary screen, biochemical, epi absorbance, recombinant enzyme | T5PNP hydrolysis, p-nitrophenol absorbance 415 nm | AID 720702, 2013 | Tyrosyl-DNA phosphodiesterase 2 (Homo sapiens), O95551 | inhibition, % at 12.8 µM | 0.34% of 370,000 active;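 active = inhibition above the mean of all tested compounds plus 3 SD, set per campaign, cut at about 25% in these data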;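 note: 0% = DMSO with enzyme and 100% = buffer with substrate but no TDP2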
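Test system: human TDP2 enzyme; Input: 120 nM TDP2 per well; Buffer or medium: Mg2+-containing Tris-HCl buffer, pH 7.5; Reagent: 5 mM T5PNP; Dosing: 12.8 µM single point, 1% DMSO; Incubation: reaction 2 h, 37 °C; Detection: p-Nitrophenol epi absorbance; Read-out: % inhibition relative to enzyme-containing and enzyme-free wells; Replicates: single well per compound.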
ARFGAP1 inh: inhibitors of rat ARFGAP1 GAP activity, primary screen, biochemical, fluorescence polarization, GDP tracer. ADP-ribosylation factor GTPase-activating protein 1 (Rattus norvegicus), Q62848. Arfgap1-stimulated ARF1 GTP hydrolysis, GDP FP detection. inhibition, % at 16.5 µM. 0.26% of 360,000 active. AID 651572, 2012;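 active = inhibition above a per-plate limit, mean inhibition of low control wells plus 3 SD, cut at about 25% in these data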;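 note: 0% = DMSO wells with enzyme and 100% = wells lacking Arfgap1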
Target sequence (Q62848 1-136 limits assumed): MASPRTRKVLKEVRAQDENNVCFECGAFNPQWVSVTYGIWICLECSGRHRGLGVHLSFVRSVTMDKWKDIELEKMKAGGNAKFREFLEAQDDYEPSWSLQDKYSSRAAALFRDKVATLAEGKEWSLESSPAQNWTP
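Material – truncated rat Arfgap1 GAP domain · Buffer or medium – HEPES-based buffer, pH 7.5 · Reagent – human ARF1(Δ1-17)-GTP substrate · Dosing – 16.5 µM single point, 1.26% DMSO · Schedule – GTP hydrolysis reaction 2 h at 25 °C · Technique – GDP detection by fluorescence polarization · Benchmarks – No-Arfgap1 wells (100%) versus DMSO full-reaction wells (0%) · Repeats – single replicate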
Tn6 DDE FP: inhibitors of Tn6 peptide binding to fibrin DD(E), primary screen, biochemical, fluorescence polarization, human fibrin, Tn6 probe; 0.21% of 370,000 active; Fibrin DD(E) TRITC-Tn6 fluorescence polarization displacement; inhibition, % at 8.3 µM; Fibrinogen beta chain (Homo sapiens), P02675;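 active = inhibition above a per-campaign cutoff: mean of compounds within control limits plus 3 SD, cut at about 15% in these data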;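 note: 0% = median of all compound wells on the plate and 100% = blocking peptide control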
Target sequence (P02675 whole entry, looked up): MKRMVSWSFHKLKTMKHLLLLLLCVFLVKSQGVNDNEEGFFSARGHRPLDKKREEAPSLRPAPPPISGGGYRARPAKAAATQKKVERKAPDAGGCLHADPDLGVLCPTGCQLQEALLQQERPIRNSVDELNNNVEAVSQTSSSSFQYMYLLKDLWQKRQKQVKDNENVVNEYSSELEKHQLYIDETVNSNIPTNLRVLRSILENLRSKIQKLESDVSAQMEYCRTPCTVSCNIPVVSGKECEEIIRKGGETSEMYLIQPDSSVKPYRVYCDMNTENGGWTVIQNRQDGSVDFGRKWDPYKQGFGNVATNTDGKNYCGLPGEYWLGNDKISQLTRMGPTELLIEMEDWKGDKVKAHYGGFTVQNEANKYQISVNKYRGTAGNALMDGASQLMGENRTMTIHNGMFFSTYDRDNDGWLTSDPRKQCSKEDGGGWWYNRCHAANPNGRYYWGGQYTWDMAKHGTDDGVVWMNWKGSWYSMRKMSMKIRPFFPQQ
ADAM10 inh: human ADAM10 inhibitors, primary screen, biochemical, QFRET, HTS | Disintegrin and metalloproteinase domain-containing protein 10 (Homo sapiens), O14672 | recombinant ADAM10, EDANS/DABCYL FRET peptide cleavage, 3 h | inhibition, % at 7 µM | 0.62% of 370,000 active | AID 720582, 2013;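 active = inhibition above a per-campaign cutoff equal to the mean of compounds falling between control-based bounds plus 3 SD, cut at about 20% in these data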;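 note: 0% = DMSO wells while the 100% control is not disclosed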
ADAM17 inh: ADAM17 inhibitors, primary screen, biochemical, QFRET; 0.83% of 370,000 active; inhibition, % at 6.95 µM; Disintegrin and metalloproteinase domain-containing protein 17 (Homo sapiens), P78536; recombinant ADAM17, EDANS/DABCYL FRET peptide cleavage;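 active = inhibition above the mean of compounds lying between control limits plus 3 SD, set per campaign, cut at about 8.5% in these data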;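 note: 0% = DMSO-only wells as the low control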
proKLK7 act: proKLK7 zymogen activators, primary screen, biochemical, fluorescence intensity; activation, % at 7 µM; Kallikrein-7 (Homo sapiens), P49862; purified proKLK7, EDANS-DABCYL substrate fluorescence; 100% is mature enzyme control, 0% vehicle; 0.9% of 370,000 active; AID 652039, 2013;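 active = activation above the mean of all tested compounds plus 3 SD, computed per campaign excluding outliers beyond control limits, cut at about 13% in these data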
Target sequence (P49862 whole entry, looked up): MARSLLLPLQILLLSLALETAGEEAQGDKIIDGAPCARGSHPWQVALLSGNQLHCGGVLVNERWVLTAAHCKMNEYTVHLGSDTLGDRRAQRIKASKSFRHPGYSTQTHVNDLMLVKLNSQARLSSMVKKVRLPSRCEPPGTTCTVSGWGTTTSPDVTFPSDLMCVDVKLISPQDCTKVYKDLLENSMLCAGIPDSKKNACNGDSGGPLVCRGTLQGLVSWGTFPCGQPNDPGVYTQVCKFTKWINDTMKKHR
LEDGF integ inh: blockers of LEDGF/p75-dependent integrase strand transfer – biochemical, TR-FRET, high throughput, primary screen | inhibition, % at 3.7 µM | HIV-1 integrase (with human LEDGF/p75) | TR-FRET IN-LEDGF/p75 DNA integration, Eu/Cy5 | 0.64% of 370,000 active;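 active = inhibition above the screen-wide mean plus 3 SD, cut at about 13% in these data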;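 note: signal is the Cy5 over europium emission ratio at 671 and 618 nm; 0% = plate median of compound wells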
PLCg1 inh: PLC-gamma1 enzyme inhibitors, primary screen, biochemical, fluorescence, purified enzyme; inhibition, % at 12.2 µM; fluorogenic substrate; AID 720700, 2013; 0.84% of 370,000 active; 1-phosphatidylinositol 4,5-bisphosphate phosphodiesterase gamma-1 (Homo sapiens), P19174; in the data active = inhibition above about 9.5%
ASAP1 GAP inh: inhibitors of human ASAP1 ArfGAP activity, primary screen, biochemical, fluorescence polarization | ASAP1-stimulated ARF1 GTP hydrolysis, GDP FP detection | inhibition, % at 16.5 µM | AID 624377, 2012 | Arf-GAP with SH3 domain, ANK repeat and PH domain-containing protein 1 (Homo sapiens), … | 0.19% of 360,000 active; in the data active = inhibition above about 25%;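 note: 0% = vehicle with enzyme and substrate and 100% = no enzyme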
Tn7 DDE FP: inhibitors of Tn7 peptide binding to fibrin DD(E), primary screen, biochemical, fluorescence polarization, human fibrin, Tn7 probe. FP displacement of FITC-Tn7 peptide from fibrin DD(E); 0% = median of compound wells per plate. inhibition, % at 8.3 µM. Fibrinogen beta chain (Homo sapiens), P02675. AID 720508, 2013. 0.13% of 370,000 active;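 active = inhibition above the mean of compounds falling within the control limits plus 3 SD of them, cut at about 14% in these data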;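 note: 0% = plate median of compound wells and 100% = 10 µM Aha-Tn7 peptide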
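Assay system: Human fibrin DD(E) protein | Medium: Tris buffer with calcium and detergent, pH 7.8 | Reagent: 0.1 µM fluorescent Tn7 | Compound dosing: Single point at 8.3 µM | Times: 10 min preincubation, 3 h with tracer, room temperature | Detection: Fluorescence polarization of the labelled Tn7 tracer | Controls: Aha-Tn7 high control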
* = called active by the depositor; i = inactive; x = not tested or not shown.

SMILES	TDP2 absorb	ARFGAP1 inh	Tn6 DDE FP	ADAM10 inh	ADAM17 inh	proKLK7 act	LEDGF integ inh	PLCg1 inh	ASAP1 GAP inh	Tn7 DDE FP
CC1CCCN(C(=O)COc2ccc(NC(=O)c3cccs3)cc2)C1 (configuration not stated)	-13	2	-5	9	8	0.4	10	3	1	0
O=C(Nc1ccnn1C1CCN(Cc2cccnc2)CC1)c1ccccc1Cl	2	5	-4	-8	3	-0.6	2	3	8	-11
CC(C)c1nc2sc(C(=O)O)c(N)c2c2c1CCCC2	7	-5	3	0	-4	0.0	-1	-4	2	0
O=C(N/N=C/c1cccnc1)c1cc(-c2ccccc2Cl)nc2ccccc12	3	7	-4	-1	2	-0.1	1	0	-1	5
CN(C(=O)c1ccccn1)C1(C(=O)NC2CCCCC2)CCCCC1	6	-5	1	-7	-5	-0.2	2	-3	-8	-5
N#CCCN(C(=O)CO/N=C/c1cccc([N+](=O)[O-])c1)c1ccccc1	-6	14	-2	-15	1	0.3	-2	1	-7	-1
C=CCNCCCCOc1ccc(Br)cc1C	3	6	0	-2	-1	-0.1	1	1	-4	2
COc1cccc(/C=N/NC(=O)C[n+]2ccccc2)c1O	-10	4	-6	1	2	-0.5	-11	0	1	-9
CC(=O)NC(N(C#N)c1nc(Cl)nc(N(C)C)n1)C(Cl)(Cl)Cl (configuration not stated)	1	6	7	2	3	0.4	2	8	4	-4
COc1ccc(Cl)cc1Nc1cc(C)nc2ccccc12	-12	6	4	6	3	1.5	2	2	-8	-2
CN(Cc1ccccc1)C(=O)c1nn2cccnc2c1Cl	-1	2	2	-9	-6	-0.6	-5	-7	-6	0
Cc1ccccc1CN1CCc2c(OCC(=O)N3CCCc4ccccc43)cccc2C1=O	-5	17	3	14	5	-0.5	-2	0	-16	1
O=C(Cn1ncc2c3ccccc3n(Cc3ccc(F)cc3)c2c1=O)N1CCN(c2ncccn2)CC1	-12	6	-4	-31	-5	-2.2	-1	-10	-7	0
COc1ccc2nc3sc(C(=O)NCCN4CCc5ccccc5C4)cc3cc2c1	-6	5	5	-77	-22	-2.7	-5	-46	12	5
CCOc1ccc2c(c1)C(c1ccc(C)cc1)=NNC(c1ccc(OC)cc1)=N2	0	5	5	5	1	-0.7	-5	-5	-8	7
COCCCN(C(=O)c1cccnc1SC)c1c(N)n(Cc2ccccc2)c(=O)[nH]c1=O	-18	6	-3	2	4	-0.6	3	4	-3	8
Cc1ccc(Oc2nc(-c3ccccc3)ncc2S(=O)(=O)c2ccc(C)cc2)cc1	6	13	2	6	-1	0.1	1	-1	11	-1
COc1ccc(CN(C)C(C)C(=O)Nc2ccc([N+](=O)[O-])cc2Cl)cc1OC (configuration not stated)	-12	9	6	4	3	0.0	3	2	2	-4
CCCCn1c(NCc2ccncc2)nc2ccccc21	8	2	-3	-4	-3	-0.1	-3	2	-4	3
CC(=O)Nc1ccc(S(=O)(=O)NC2=NCN(C)CN2)cc1	-14	1	8	-5	1	-0.1	-2	4	-15	-5
O=C(CN1CCCCCC1)Nc1ccc(Cl)cn1	5	2	2	8	1	0.5	0	0	1	-2
Cn1nc(C(=O)NNC(=O)Cc2ccc(S(=O)(=O)N3CCOCC3)s2)c2ccccc2c1=O	-13	8	6	18	-2	-0.3	-1	-1	5	-4
COc1cccc(NC(=O)CCc2nnc3ccc(N4CCC(C)CC4)nn23)c1	12	9	-2	0	-1	-1.7	2	-4	-1	1
O=C(N/N=C/c1ccccn1)c1ccc(Br)o1	10	-3	3	3	-1	-0.1	-2	-1	0	1
O=C(O)CCNS(=O)(=O)c1ccc2c(c1)OCCCO2	6	3	7	-1	-1	-0.6	-3	1	5	5
Cc1ccc(CC(=O)NC2CCN(C)CC2)cc1	-6	-8	5	3	-4	0.4	2	-1	-1	1
Cc1c(NC(=O)C2(c3ccccc3)CCOCC2)c(=O)n(-c2ccccc2)n1C	12	2	0	9	-3	-0.1	-1	5	0	2
Cc1c(-n2cc(C(=O)c3cc(F)ccc3O)cc(C#N)c2=O)c(=O)n(-c2ccccc2)n1C	-13	13	2	3	-1	1.6	6	0	-5	-6
CC(C)c1cc(CNC(=O)c2cc(COc3cncc(Cl)c3)on2)on1	-11	18	8	-9	0	-0.5	-8	0	-7	-1
CCOC(=O)C1CCN(C(=O)c2cccc(NC(=O)C(CC)CC)c2)CC1	12	-3	2	1	-1	0.1	2	2	-2	3
CC(C)c1csc(CN2CCN(Cc3ccc(F)cc3)C(CCO)C2)n1 (configuration not stated)	2	-4	0	-6	-2	-0.1	-3	0	-18	-3
Nc1ccc(Sc2ccc([N+](=O)[O-])cc2)cc1	7	2	-1	13	2	0.4	-2	4	7	3
CCC1CCCCN1CCCNC(=O)CN1C(=O)c2cccnc2Oc2ccc(Cl)cc21 (configuration not stated)	-12	19	-4	3	-1	-0.2	-2	0	-14	-2
Cc1c(NS(=O)(=O)CC23CCC(CC2=O)C3(C)C)c(=O)n(-c2ccccc2)n1C (configuration not stated)	-2	3	-2	3	-1	0.4	2	3	-4	3
CCOc1ccc(NC(=O)CN(C)CC(=O)Nc2ccc(Br)cc2F)cc1OCC	-11	10	-2	0	-3	1.0	-4	-2	14	-2
COc1cc(CC(=O)OCC(=O)Nc2sccc2C(N)=O)cc(OC)c1OC	3	7	-2	-6	-4	0.2	-1	-2	5	5
COc1cccc(CN2CCN(C3CSCCSC3)CC2CCO)c1 (configuration not stated)	17	-11	2	-6	-1	-0.8	-4	2	-10	-5
N#Cc1ccccc1S(=O)(=O)NC(=O)[C@H]1O[C@@H](n2cnc3c(N)ncnc32)[C@H](O)[C@@H]1O	1	9	-8	1	-2	0.0	1	1	5	1
CCNc1nn2ccccc2c1/C=C(\C#N)C(=O)OCC	-24	1	-1	-8	-4	0.5	-4	-2	2	5
CN(C(=O)CN1CCCCCC1)c1c(N)n(Cc2ccccc2)c(=O)[nH]c1=O	1	10	-8	-125	-43	-3.2	3	-29	-8	0
Cc1oc2c(CN3CCCC3)c(O)ccc2c(=O)c1Oc1ccccc1Br	-3	-1	-5	i	i	83*	3	i	-2	-1
Cn1cc([N+](=O)[O-])c(C(=O)N2CCN(Cc3ccc4c(c3)OCO4)CC2)n1	-13	-10	7	-4	1	-0.3	-1	0	3	6
Cc1ccc(C(=O)Nc2ncccc2S(=O)(=O)c2ccccc2)cc1	1	11	0	-2	-5	0.0	1	-6	-6	2
Cc1oc(-c2ccccc2F)nc1CS(=O)CC(=O)NC1CCCCC1 (configuration not stated)	14	-27	8	3	-2	0.2	-1	1	-9	11
COCCn1c(-c2ccccc2)nc(=S)c2c1CC(C)(C)OC2	-11	0	5	8	5	0.2	0	-1	-2	-1
Nc1ncnc2c1ncn2C1OC(CO)CC1O (configuration not stated)	4	3	-2	-5	-3	-0.5	-1	2	3	3
CC1C(=O)N2CCCc3cc(S(=O)(=O)N(C)c4ccccc4)cc1c32 (configuration not stated)	-6	-8	4	-11	-6	1.8	4	-17	-6	-4
O=C(NC(=S)N1CCCCC1)c1csc([N+](=O)[O-])c1	10	0	10	-2	-2	0.2	-4	-1	3	1

Of the compounds above, these contain an aryl thioether with sulfur outside any ring.
SMILES	TDP2 absorb	ARFGAP1 inh	Tn6 DDE FP	ADAM10 inh	ADAM17 inh	proKLK7 act	LEDGF integ inh	PLCg1 inh	ASAP1 GAP inh	Tn7 DDE FP
COCCCN(C(=O)c1cccnc1SC)c1c(N)n(Cc2ccccc2)c(=O)[nH]c1=O	-18	6	-3	2	4	-0.6	3	4	-3	8
Nc1ccc(Sc2ccc([N+](=O)[O-])cc2)cc1	7	2	-1	13	2	0.4	-2	4	7	3

Later entries.
SMILES	TDP2 absorb	ARFGAP1 inh	Tn6 DDE FP	ADAM10 inh	ADAM17 inh	proKLK7 act	LEDGF integ inh	PLCg1 inh	ASAP1 GAP inh	Tn7 DDE FP
CC1(C)C2CCC1(CS(=O)(=O)Nc1ccc(S(=O)(=O)N3CCCC3)cc1)C(=O)C2 (configuration not stated)	6	7	6	-4	0	0.1	-2	-2	6	-1
Cc1cccc(N2CCN(S(=O)(=O)c3ccc4c(c3)C(C)(C)C(=O)N4C)CC2C)c1 (configuration not stated)	0	1	-2	8	0	0.0	3	1	9	-1
CCOc1ccccc1N=C1SC(CC(=O)Nc2ccc(OC)cc2OC)C(=O)N1CCC1=CCCCC1 (configuration not stated)	-5	9	-5	-7	1	-0.5	-2	-1	10	5
O=C(CSc1nnc2scc(-c3ccc(F)cc3)n12)NCc1ccco1	-6	-6	-2	3	0	0.0	-3	0	6	1
Cc1ccc(N(C(=O)c2ccco2)C(C(=O)NC2CCCC2)c2cccnc2)cc1 (configuration not stated)	0	2	-4	7	-2	-0.4	3	3	12	-4
CCC(C)[C@H](NC(=O)[C@H](CC(C)C)NC(=O)OC(C)(C)C)C(=O)N[C@@H](Cc1ccccc1)C(=O)OC (some centres not stated)	-6	x	-8	-15	-6	-0.1	3	3	x	4
O=C(Oc1ccc(F)cc1)c1cccnc1	-9	-2	8	-9	-3	-0.1	-3	-2	8	3
CN(CC(=O)Nc1cccc(S(=O)(=O)NC2=NCCC2)c1)Cc1cccc(F)c1	1	-2	7	-7	1	0.4	3	0	-7	5
O=C(O)c1ccc(/C=C2\CCCc3c2nc2ccccc2c3C(=O)O)cc1	-2	11	0	-84	-32	0.8	-4	-29	3	-7
